PMI inhibition – MPI inhibition at elevated mannose 6-phosphate – biochemical, fluorescence intensity, high mannose 6-phosphate, primary screen (AID 1220); recombinant PMI enzyme, coupled fluorescence intensity; higher % means a stronger effect; one-dose inhibition, % at 20 µM; IC50 in µM for titrated hits; 190,000 tested, 0.66% active
human PMI inhibition – MPI enzyme activity inhibition – biochemical, fluorescence intensity, coupled assay, primary screen (AID 1209). purified PMI enzyme, coupled fluorescence intensity; higher % means a stronger effect. inhibition, % at 20 µM, or IC50 in µM where a hit was titrated. 190,000 tested, 0.42% active;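 note: plate controls were DMSO vehicle for no effect and wells lacking substrate for full effect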
Siah-1 displacement – blockers of Siah-1 interaction with plectin peptide – biochemical, fluorescence polarization, rhodamine-plectin, uHTS, primary screen (AID 1817). Siah-1 / rhodamine-plectin peptide fluorescence polarization; higher % means a stronger effect. displacement, % at 20 µM, or IC50 in µM where a hit was titrated. 290,000 tested, 0.02% active;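 active = displacement of at least 50% at 20 µM, with a fluorescence ratio check between 0.3 and a set limit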;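 note: plate controls were Siah plus tracer with DMSO for no effect and tracer alone without Siah for full effect; strong numbers were not always called active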
XIAP antagonists – XIAP antagonists, biochemical, IAP family, fluorescence polarization (AID 1018); XIAP BIR domain, fluorescence polarization peptide displacement; higher % means a stronger effect; one-dose displacement, % at 20 µM; IC50 in µM for titrated hits; 200,000 tested, 0.007% active; in the data active = displacement above about 50%; note: a part of the inactive calls stands beside numbers as strong as those of hits
LYP inhibition – PTPN22 lymphoid phosphatase activity blockers – biochemical, fluorescence intensity, uHTS (AID 1779); 290,000 tested, 0.054% active; recombinant LYP phosphatase, fluorescence intensity; higher % means a stronger effect; one-dose inhibition, % at 11.5 µM; IC50 in µM for titrated hits;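 note: plate controls were vehicle with enzyme for no effect and no enzyme for full effect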
M1AAP inhibition – malaria alanyl aminopeptidase activity blockers – biochemical, fluorogenic H-Leu-NHMec substrate, 1536-well (AID 1445); recombinant M1AAP, H-Leu-NHMec fluorogenic kinetic assay; higher % means a stronger effect; inhibition, % at 30 µM; hits with a dose series show IC50 in µM; 220,000 tested, 0.42% active;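 active = primary inhibition above the hit cutoff, then over 50% inhibition at one or more dose response concentrations, cut at about 23% in these data, passing the limit was not always enough; inconclusive = conflicting primary data, or primary hits not chosen for dose response; inactive = low primary inhibition, or under 50% at every dose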;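 note: plate controls were DMSO full reaction for no effect and no enzyme background for full effect; strong numbers were not always called active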
AID2073 – disruptors of CaV2.2 binding to Mint1 – biochemical, HTRF (AID 2073); HTRF protein-protein interaction, Mint1-CaV2.2; higher % means a stronger effect; inhibition, % at 20 µM, or IC50 in µM where a hit was titrated; 290,000 tested, 0.19% active; in the data active = inhibition mostly above about 51%, no sharp cut-off; inconclusive = no clear call, values can overlap the other calls; inactive = mostly below about 53%; note: some results filed as inactive read as strong as hits
M17LAP inhibition – P. falciparum M17LAP inhibitors, primary screen, biochemical, fluorogenic H-Leu-NHMec substrate, 1536-well (AID 1619). 220,000 tested, 0.38% active. inhibition, % at 30 µM; hits with a dose series show IC50 in µM. recombinant M17LAP, H-Leu-NHMec fluorogenic kinetic assay; higher % means a stronger effect;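 active = compound inhibiting the enzyme by more than half at any dose during confirmatory dose-response retesting; inconclusive = strong single-dose inhibitors picked by rank but not retested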;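 note: plate controls were full reaction with DMSO carrier for no effect and no enzyme background for full effect; strong numbers were not always called active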
Dynein cargo inh – blocks dynein driven cargo transport along microtubules. 3617.4 mouse cells, GR-EGFP nuclear translocation imaging; test concentration mostly 20 µM; stimulated with dexamethasone, 1 µM; stronger effect = lower value. z-score, hits read low. 220,000 tested, 0.47% active;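 active = plate z-score of nuclear minus cytoplasmic receptor signal below a set negative limit, without overly bright fluorescence or cell loss, cut at about -3.5 in these data, passing the limit was not always enough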;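 note: z-score of nuclear minus cytoplasmic ring GR-EGFP intensity difference per well; some compounds called inactive have numbers as strong as hits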
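Buffer or medium: tet-free, stripped-serum medium; reagent: dexamethasone at 1.0 µM final, 30 min; incubation: 48 h induction, 1 h compound, 30 min dex at 37 °C; measured by: formaldehyde fixation, Hoechst nuclear stain, 10x automated fluorescence imaging; read-out: nuclear-to-cytoplasmic GR-EGFP distribution per well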
Dynein cargo inh cytoplasmic EGFP – second read-out of Dynein cargo inh, no call of its own (marks repeat the call); z-score; measured here: cytoplasmic GR-EGFP intensity; stronger effect = higher value
Dynein cargo inh nuclear GR-EGFP – second read-out of Dynein cargo inh, no call of its own (marks repeat the call); z-score; measured here: nuclear GR-EGFP intensity;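 lower value marks the stronger effect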
Dynein cargo inh cell count – further read-out of Dynein cargo inh, marked with its call; z-score; measured here: cell count per field
Active calls of the source: *; u = inconclusive; x = not tested or not shown. Cut-off read from the data, not from the text of the source, unless noted: active = inhibition above about 50%; inactive = the rest. This is a random part of the collection, and some 2.1% of all compounds hit somewhere here.

SMILES	PMI inhibition	human PMI inhibition	Siah-1 displacement	XIAP antagonists	LYP inhibition	M1AAP inhibition	AID2073	M17LAP inhibition	Dynein cargo inh	Dynein cargo inh cytoplasmic EGFP	Dynein cargo inh nuclear GR-EGFP	Dynein cargo inh cell count
COC(=O)c1ccc(NC(=O)c2cc3sccc3n2C)cc1	-1.8%	1.4%	-5.4%	-4.8%	-0.9%	6.4%	8.3%	-7.1%	-0.0875	0.135	-0.601	-0.433
Cc1cc(N2CC(C)OC(C)C2)nc(C(C)C)n1 (stereo unspecified)	-2.7%	-4.7%	-0.9%	-5.5%	3.7%	11.3%	5.8%	-3.1%	-1.15	-0.145	-0.0641	0.149
ClC1=C(Cl)C(Cl)=C(Cl)C1=C/C=C/c1ccccc1	x	x	54.0%	x	6.2%	4.8%	26.4%	2.7%	-4.08*	0.599*	-1.96*	-0.221*
O=C(c1ccccc1)c1nn(-c2cccc(Cl)c2)ccc1=O	x	x	1.8%	x	-6.1%	1.0%	5.2%	-12.6%	-0.0648	-0.261	0.332	0.255
CCCCCCNC(=O)c1ccc(Br)o1	-2.0%	-3.7%	-0.9%	-4.2%	-1.8%	6.9%	-3.7%	-4.3%	0.281	-0.265	0.462	0.467
COc1ccccc1NC(=O)CSCC(N)=O	4.8%	8.7%	4.0%	0.1%	-5.0%	4.1%	3.0%	2.6%	-1.41	-0.253	-0.805	1.2
COc1ccc(C=O)cc1Oc1nc(Cl)ncc1F	5.9%	7.2%	0.4%	-2.5%	-5.3%	6.8%	-2.0%	-0.6%	-1.42	-0.184	-0.754	-0.339
CC(=O)Nc1ccc(Nc2nnc(-c3ccc(C)c(S(=O)(=O)NCC4CCCO4)c3)c3ccccc23)cc1 (stereo unspecified)	x	x	1.3%	x	2.6%	9.9%	-2.9%	2.9%	-0.332	-0.302	0.47	0.551
CCN1C(=O)C2(Nc3ccccc3-c3nc4ccccc4n32)c2cc(OC)ccc21 (stereo unspecified)	3.7%	-5.3%	-3.1%	0.5%	-6.3%	6.1%	49.7%	5.1%	-0.953	-0.3	-0.184	0.76
O=C(O)Cc1c(-c2ccccc2Cl)c2cc(Br)ccc2[nH]c1=O	x	x	8.3%	x	1.0%	23.1µM*	17.4%	57.8%	0.00233	-0.228	-0.0255	-0.0505
COc1cc(/C=C/C(=O)OCC(=O)N2CC3(C)CC2CC(C)(C)C3)ccc1O (stereo unspecified)	5.4%	3.6%	1.1%	-3.3%	5.4%	10.1%	-0.1%	10.0%	0.448	-0.0186	0.422	-1.27
O=C(CN1CCc2ccccc2C1)Nc1cc(S(=O)(=O)N2CCOCC2)ccc1N1CCCC1	4.1%	2.6%	-6.0%	-9.5%	4.6%	2.9%	8.2%	11.7%	0.703	-0.229	0.775	-0.937
CCOC(=O)N1CCN(C(=O)CCCCCn2c(=S)[nH]c3cc4c(cc3c2=O)OCO4)CC1	-10.6%	-7.5%	7.5%	-5.1%	-2.3%	2.8%	-28.8%	10.4%	-0.492	-0.0233	-0.63	0.683
Cc1cccc(-c2nc(C#N)c(NCc3ccco3)o2)c1	x	x	2.4%	x	-5.8%	12.1%	27.7%	6.8%	-0.414	0.4	-0.157	0.371
COc1cc(N=CC2=C(O)c3ccccc3C2=O)cc(OC)c1	-13.3%	-4.0%	5.7%	-6.9%	-3.4%	3.5%	21.1%	5.1%	0.43	-0.245	0.401	0.233
Cc1cccc(NCc2nc(-c3ccccc3)no2)c1	12.9%	18.7%	-2.1%	-1.9%	-3.1%	4.5%	-3.6%	0.6%	0.206	-0.127	0.426	-0.352
O=C(COC(=O)/C=C/c1ccc2c(c1)OCO2)NC1CCS(=O)(=O)C1 (stereo unspecified)	x	x	1.2%	x	-11.0%	1.8%	0.1%	-1.8%	1.54	-0.139	1.29	-1.67
CCOC(=O)C1=NOC2COC3(CCN(c4ncccn4)CC3)OCC12 (stereo unspecified)	10.7%	4.2%	14.9%	-3.6%	-6.7%	-0.7%	3.8%	8.3%	-0.452	-0.22	-0.291	0.0922
CC(C)(C)NC(=O)CN(C(=O)CS(=O)CC(=O)Nc1ccc(F)cc1)c1ccc2c(c1)OCCO2 (stereo unspecified)	6.8%	4.3%	6.7%	-6.5%	-3.3%	-1.1%	9.9%	16.2%	-0.203	-0.185	-0.0494	0.0339
Cc1cc(C(=O)Nc2c(F)c(F)c(F)c(F)c2F)n(-c2ccccc2)n1	-11.2%	-12.5%	-2.7%	-9.7%	-9.5%	-1.4%	0.6%	-1.1%	-0.904	-0.232	-0.388	0.691
CCOc1ccccc1C(=O)N[C@H](C(=O)Nc1ccc(OC)c(S(=O)(=O)N2CCOCC2)c1)C(C)C	-18.0%	-16.3%	2.7%	-5.4%	2.1%	3.0%	5.6%	-10.2%	0.0678	-0.147	0.111	-0.0359
CCCOc1ccc(N2CC(C(=O)Nc3ccc(N4CCOCC4)cc3)CC2=O)cc1 (stereo unspecified)	-3.9%	-1.8%	2.7%	5.5%	-2.2%	-0.9%	16.0%	23.0%	0.741	-0.278	0.533	-0.553
Cn1c(=O)c2c(SCc3cccnc3)nc(C3CC3)nc2n(C)c1=O	-6.0%	-9.4%	3.5%	-2.9%	-9.2%	2.1%	7.8%	-8.0%	-0.112	-0.172	-0.0365	0.115
O=C(Nc1ccccc1C(=O)O)c1ccccc1	-13.5%	-6.5%	2.0%	0.6%	-6.7%	5.1%	14.4%	8.9%	2.26	-0.0429	1.13	-0.623
CCOC(=O)C1=C(N)n2c(s/c(=C\c3ccncc3)c2=O)=C(C(=O)OCC)C1c1ccncc1 (stereo unspecified)	x	x	7.6%	-0.7%	-9.3%	13.7%	-2.1%	-7.2%	-0.691	-0.182	-0.475	-0.548
CCC(C(=O)O/N=C(\N)c1ccccc1)c1ccccc1 (stereo unspecified)	8.4%	12.9%	0.1%	-3.8%	-2.5%	1.4%	u	10.9%	2.93	0.177	2.16	-1.65
Cc1ccc(C)c(N(C(=O)Cn2nnc3ccccc32)C(C(=O)NCc2ccco2)c2ccncc2)c1 (stereo unspecified)	-2.1%	3.6%	-0.5%	-2.9%	-2.9%	11.2%	-6.5%	-0.4%	1.7	-0.208	1.51	-0.745
O=C(CCCn1c(=S)[nH]c2ccccc2c1=O)NCCSCc1ccccc1	-14.2%	-16.7%	2.4%	-5.2%	2.8%	3.8%	-3.1%	5.2%	-1.15	-0.0944	-0.592	0.811
COc1ccc(CCNC(=O)c2ccco2)cc1	-0.3%	1.1%	-2.2%	-1.5%	-6.1%	0.0%	2.1%	13.6%	-0.578	-0.207	-0.044	0.224
O=C(c1cccc(S(=O)(=O)N2CCCCC2)c1)N1CCN(S(=O)(=O)c2ccc(F)cc2)CC1	-4.5%	-4.0%	-2.3%	-7.4%	-11.6%	-0.2%	-6.0%	-5.6%	0.379	-0.117	0.253	0.375
CC(=O)Nc1ccc(S(=O)(=O)NNC(=O)c2ccc(S(=O)(=O)N3CCCCC3)cc2)cc1	0.0%	14.1%	-4.0%	1.5%	-6.6%	-10.4%	-0.8%	-12.2%	0.322	-0.256	0.232	0.359
Cc1cc(NC(=O)c2ccc(COc3ccc(Cl)c(C)c3)o2)no1	-2.8%	-0.8%	1.1%	-2.9%	-6.1%	7.5%	18.8%	2.5%	-1.15	-0.0615	-0.243	-0.901
O=C(CCCCCN1C(=O)c2cccc3cccc(c23)C1=O)NCc1cccnc1	x	x	-4.0%	x	-7.8%	-1.9%	15.9%	2.3%	1.84	-0.22	1.09	-0.912
COc1cc2nc(Cl)nc(N3CCOCC3)c2cc1OC	14.5%	12.4%	7.8%	-3.9%	0.0%	1.9%	-3.0%	6.7%	0.705	-0.191	1.23	-1.46
COc1ccc(NC(=O)C(=O)N/N=C(\C)CC(=O)Nc2ccccn2)c(OC)c1	x	x	13.6%	x	-6.1%	-2.4%	6.3%	11.1%	0.859	-0.184	0.621	-0.454
Cc1nnc(-c2ccc(Cl)cc2)nc1NCCN(C)C	11.6%	12.3%	13.4%	-2.2%	-8.8%	-2.1%	-3.2%	-4.2%	-0.159	0.0275	-0.104	0.248
CCN(CC)C(=O)C1CCCN(Cc2ccc(OC)c(C)c2)C1 (stereo unspecified)	-1.9%	1.6%	3.3%	-5.9%	-7.0%	-5.2%	-10.1%	-1.7%	0.445	-0.187	0.948	-0.281
CCCCS(=O)CC(COCc1ccccc1)OC(=O)CSc1nc(C)cc(C)n1 (stereo unspecified)	-5.6%	-7.6%	2.9%	-4.9%	-6.9%	-2.8%	22.7%	-5.3%	0.0723	-0.314	0.53	0.535
O=C(COC(=O)C1CC(O)CN1C(=O)Oc1ccccc1)c1ccc(Br)cc1 (stereo unspecified)	-0.8%	2.6%	15.5%	1.6%	-5.2%	-0.5%	-5.2%	-12.8%	-0.458	-0.265	0.35	0.227
COc1cccc(C(=O)NC(Cc2ccccc2)c2ccc3c(c2)OCCCO3)c1 (stereo unspecified)	6.5%	7.9%	0.5%	-10.1%	3.7%	-0.5%	-0.2%	-3.9%	1.73	-0.301	1.55	-0.118
O=C(O)/C=C/C(=O)Nc1ccc(-n2nccc2C(F)(F)F)cc1	x	x	-1.4%	x	-1.8%	5.8%	17.8%	13.1%	0.0994	-0.257	0.508	0.0751
CCSc1nnc(NC(=O)C2CC(=O)N(Cc3ccccc3)C2)s1 (stereo unspecified)	-7.6%	-7.6%	9.8%	-1.1%	1.8%	1.8%	2.7%	2.9%	0.262	-0.0907	0.364	-1.67
